# HEK293 tox = Cytotoxic Profiling in HEK 293 Cell Line of Diverse Libraries Using Quantitative High-Throughput Screening. HEK 293 viability, ATP luminescence (CellTiter-Glo), 48-72 h. Potency, µM (series often up to 115 µM), for inactives: at the top dose activity change, negative = cytotoxicity, actives largely listed as inhibitors. 6.6% of 94,000 active; also: potency is read from the fitted curve at half-maximal effect; nearly all actives have a fitted effect of over 60% in size
#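 Cytotoxicity was scored by loss of ATP-coupled luminescence (CellTiter-Glo) in HEK 293 cells. Compound treatment ran 48 or 72 hr at 37 degree Celsius, 5% CO2, 95% humidity.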
# Luciferase inh = Firefly luciferase inhibition profiling of diverse chemical library using quantitative high-throughput screening; purified P. pyralis luciferase, luminescence, biochemical; Potency, µM (doses to about 115 µM), without a hit: at the top dose activity change, negative = inhibition, usual class: inhibitors; Luciferin 4-monooxygenase (Photinus pyralis), P08659; 2.5% of 76,000 active; also: potency is read from the fitted curve at half-maximal effect; nearly all actives have a fitted effect of over 65% in size
#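 Purified 10nM P. pyralis luciferase with 10uM D-luciferin and 10uM ATP in 50mM Tris acetate pH 7.5, 10mM Mg acetate, 0.01% Tween-20, 0.05% BSA. qHTS titration; luminescence read by CCD imager.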
# GPT2 inh = Primary qHTS assay for inhibitors of Glutamate pyruvate transaminase 2 (GPT2); Recombinant GPT2, coupled pyruvate oxidase/HRP Amplex Red fluorescence; Potency, µM (titrated, usually from 57.7 µM), inactives show at the highest dose activity change, negative = inhibition, hits mostly inhibitors; Alanine aminotransferase 2 (Homo sapiens), Q8TD30; 0.25% of 100,000 active; also: potency is read from the fitted curve at half-maximal effect; nearly all actives have a fitted effect of over 60% in size; many of its hits are not listed in these tables
# Target sequence (Q8TD30 whole entry, looked up): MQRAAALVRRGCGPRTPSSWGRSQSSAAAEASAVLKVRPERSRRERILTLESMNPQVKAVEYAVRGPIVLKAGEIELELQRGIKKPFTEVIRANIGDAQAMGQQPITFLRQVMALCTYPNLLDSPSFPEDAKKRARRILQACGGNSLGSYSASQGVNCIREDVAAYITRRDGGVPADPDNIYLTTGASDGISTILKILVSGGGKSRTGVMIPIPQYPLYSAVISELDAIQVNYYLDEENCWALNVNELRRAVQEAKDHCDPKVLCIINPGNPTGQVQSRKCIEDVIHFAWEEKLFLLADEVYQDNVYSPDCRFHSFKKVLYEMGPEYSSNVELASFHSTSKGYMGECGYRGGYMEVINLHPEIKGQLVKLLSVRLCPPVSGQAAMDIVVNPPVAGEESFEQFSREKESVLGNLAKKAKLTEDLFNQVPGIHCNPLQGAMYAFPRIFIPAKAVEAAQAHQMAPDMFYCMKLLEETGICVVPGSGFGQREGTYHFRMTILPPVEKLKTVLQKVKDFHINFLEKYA
#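 Fluorescence read-out: pyruvate from GPT2 turnover coupled to pyruvate oxidase, HRP and Amplex Red (0.2mM ThPP, 0.2U/mL PO and HRP, 50uM Amplex final). Substrates 250uM a-KG, 2mM L-alanine; enzyme 10ng/uL; 30 min RT.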
# SNCA expr inhib = Primary qHTS assay for inhibitors of alpha-synuclein gene (SNCA) expression. HEK-293 SNCA-luciferase knock-in, luminescence, 24 h. Potency, µM (series often up to 57.2 µM), for the others: at the top dose activity change, negative = inhibition, actives largely listed as inhibitors. 0.17% of 140,000 active;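 also: potency is read from the fitted curve at half-maximal effect; plate controls were DMSO cells for no effect and cell-free wells for full effect; nearly all actives have a fitted effect of over 45% in size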
# NIH3T3 tox = Cytotoxic Profiling in NIH 3T3 Cell Line of Diverse Libraries Using Quantitative High-Throughput Screening; 4.3% of 94,000 active; NIH 3T3 viability, CellTiter-Glo ATP luminescence, 48-72 h; Potency, µM (highest dose often 96.7 µM), inactives show top-dose activity change, negative = cytotoxicity, usual class: inhibitors; AID 1345082, 2018; also: potency is read from the fitted curve at half-maximal effect; nearly all actives have a fitted effect of over 55% in size
#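 Cytotoxicity is measured as loss of cellular ATP: NIH 3T3 cells (400/well) are exposed to compound for 48 or 72 hr at 37 °C, then CellTiter-Glo luminescence is imaged after 10 min at room temperature.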
# IP6K1 inh = Primary qHTS assay for small molecule inhibitors of Inositol hexaphosphate kinase 1 (IP6K1); IP6K1 kinase, ADP-Glo luminescence, 2 h; active compounds read low; activity change, % (series mostly up to about 58 µM); 0.81% of 140,000 active; in the data active = activity change below about -25%
# Target sequence (Q92551 whole entry, looked up): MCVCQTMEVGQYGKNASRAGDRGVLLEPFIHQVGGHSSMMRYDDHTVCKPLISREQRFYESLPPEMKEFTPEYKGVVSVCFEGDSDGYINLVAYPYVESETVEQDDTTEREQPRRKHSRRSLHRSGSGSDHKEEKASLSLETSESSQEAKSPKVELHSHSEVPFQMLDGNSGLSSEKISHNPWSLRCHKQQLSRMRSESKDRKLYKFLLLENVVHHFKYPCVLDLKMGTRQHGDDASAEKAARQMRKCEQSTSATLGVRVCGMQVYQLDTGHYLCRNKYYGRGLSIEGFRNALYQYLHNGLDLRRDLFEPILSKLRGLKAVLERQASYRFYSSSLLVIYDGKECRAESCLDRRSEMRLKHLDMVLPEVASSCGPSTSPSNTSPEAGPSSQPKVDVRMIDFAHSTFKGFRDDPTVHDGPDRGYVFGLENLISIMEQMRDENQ
#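 ADP-Glo luminescence measures ADP made by human IP6K1 during a 2 h RT reaction with ATP/IP6 (mix at 1.3 mM/130 uM); top library doses 57.5 and 19.1 uM final.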
# SNCA viab count = GF-AFC viability counterscreen for inhibitors of alpha-synuclein gene (SNCA) expression; 0.12% of 150,000 active; HEK-293-SNCA-luc viability, GF-AFC fluorescence, 24 h; AID 1671193, 2021; Potency, µM (doses to about 57.1 µM), inactives show at the highest dose activity change, negative = cytotoxicity, actives largely listed as cytotoxic;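 also: potency is read from the fitted curve at half-maximal effect; 0% = DMSO-treated cells and -100% = medium-only wells without cells; nearly all actives have a fitted effect of over 30% in size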
#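 Cytotoxicity counterscreen: after 24 h compound treatment of genome-edited SNCA-luciferase HEK-293 cells, live-cell protease substrate GF-AFC read by fluorescence after 30 min; activity scaled between DMSO (0%) and medium-only (-100%), curves Hill-fitted.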
# The depositor's hits bear a star; i = inactive; u = inconclusive; x = not tested or not shown; & = joins results of further samples; [ ] = another dose, or the depositor's remark. Unless noted, calls follow the shape of the dose curve; as a rule, active = well fitted curve in the direction sought with a large enough effect; inconclusive = small, poorly fitted or top-dose-only effect, or another doubt; inactive = no such curve, though single readings can be large; an effect the other way counts as inactive or inconclusive. Unless noted, % is scaled to controls: 0 for no effect and ±100 for the full control effect. Outcome played no part in choosing rows; overall some 7.8% were active at least once.
SMILES,HEK293 tox,Luciferase inh,GPT2 inh,SNCA expr inhib,NIH3T3 tox,IP6K1 inh,SNCA viab count
O=C(CCC(=O)c1ccccc1)Nc1ccc(F)c(Cl)c1,x,x,x,-25%,x,6,3%
COc1ccc(NC(=O)[C@@H]2C[C@@H](c3ccc(F)cc3)N(Cc3ccccc3)C2)cn1,u,-9%[172 µM],-9%[88.5 µM],u,-21%[138 µM],11,-22%[87.6 µM]
O=C1NC2(CCN(C(=O)c3cccnc3)CC2)Oc2ccccc21,-2%[172 µM],1%[172 µM],i,26%[87.6 µM],-11%[138 µM],27,6%[87.6 µM]
N#Cc1cccc(CN2CCOC[C@H]2c2ncc(-c3ccccc3)[nH]2)c1,-25%[172 µM],2%[172 µM],-2%[88.5 µM],1%[87.6 µM],-17%[138 µM],-10,-7%[87.6 µM]
COc1ccccc1CNC(=O)C1CCN(c2cnc3nccnc3c2)CC1,0%,0%,0%,3%,i,0,10%
Cn1cc(C(=O)N2CCC3(CC2)CN(c2ncccn2)CC3CO)cn1 (centres undefined),i,-16%,u,24%,-10%,6,-5%
CC(=O)Nc1cccc(C(=O)NCCn2ccn3nc(-c4ccc(C)cc4C)cc3c2=O)c1,40µM*,5µM*,i,49%[activator],u,-9,-15%
COc1ccc(C(=O)N2CCC(Oc3ccccc3)C2)cc1 (centres undefined),-22%,-9%,i,1%,-19%,30,-28%
COc1ccc(NC(=O)Cn2c(=O)n(CCCCCC(=O)NCc3ccc4c(c3)OCO4)c(=O)c3sccc32)cc1Cl,x,x,x,1%,x,6,1%
Cc1ccc2ncc(C(=O)N3CCN(c4ccccc4F)CC3)c(=O)n2c1,x,x,x,1%,x,25,-12%
CCOc1ccccc1NC(=O)C(Cc1ccccc1)NS(=O)(=O)c1ccc2c(c1)oc(=O)n2C (centres undefined),x,x,x,40%[activator],x,-3,1%
CC1CCCCN1c1csc2ccc(F)cc2c1=O (centres undefined),x,x,x,8%,x,-6,-1%
CCNC(=O)[C@@H]1C[C@H](NC(=O)c2oc(C)nc2C)CN1Cc1nc(C)no1,-5%,2%,-2%,8%,5%,24,11%
CCOc1ccc(NC(=O)c2cc(S(=O)(=O)N3CCCCC3)c[nH]2)cc1,x,x,x,20%,x,8,5%
COc1ccc(CN2C(=O)CO[C@H]3CN(Cc4ccccc4Cl)C[C@H]32)cc1,u,-4%[172 µM],-7%[88.5 µM],u,-24%[138 µM],0,-5%[87.6 µM]

# Two entries from above, with bars between the fields:
smiles | HEK293 tox | Luciferase inh | GPT2 inh | SNCA expr inhib | NIH3T3 tox | IP6K1 inh | SNCA viab count
Cc1ccc2ncc(C(=O)N3CCN(c4ccccc4F)CC3)c(=O)n2c1 | x | x | x | 1% | x | 25 | -12%
CCOc1ccccc1NC(=O)C(Cc1ccccc1)NS(=O)(=O)c1ccc2c(c1)oc(=O)n2C (centres undefined) | x | x | x | 40%[activator] | x | -3 | 1%

# Following part.
SMILES,HEK293 tox,Luciferase inh,GPT2 inh,SNCA expr inhib,NIH3T3 tox,IP6K1 inh,SNCA viab count
CC(CNC(=O)Cc1ccc(NC(=O)N2CCSc3ncccc32)cc1)c1ccccc1 (centres undefined),x,x,x,8%,x,6,-15%
Cc1c(-c2ccc(Cl)cc2)c(=O)oc2ccc(OC(=O)N3CCOCC3)cc12,x,x,x,-2%,x,-12,-12%
Cc1ccc(C2=NC3(CCN(C(=O)c4ccsc4)CC3)ON2)cc1,-16%,40µM*,i,82%[activator],-9%,-8,5%
COc1ccc(CNC(=O)c2ccc(-c3ccc(N4CCSCC4)nc3)cc2)cc1OC,u,u,i,9%,u,-4,9%
Cn1c(=O)oc2cc(S(=O)(=O)NC(Cc3ccccc3)C(=O)Nc3ccc(F)cc3)ccc21 (centres undefined),x,x,x,-11%,x,-3,-1%
NC(=O)Nc1sc(-c2ccc(F)cc2)cc1C(N)=O,x,x,1%,u,x,x,-11%
COC1C(=O)N(C2CCN(Cc3scnc3C)CC2)C12CCOCC2 (centres undefined),i,-2%,-21%,9%,i,3,9%
O=C(Nc1ccc(Cl)cc1)N1CCCC(C(=O)N2CCC(c3nc4ncccc4[nH]3)CC2)C1 (centres undefined),-21%,x,i,-3%,u,22,-17%
COc1cc(NC(=O)C2CCN(c3cnc4ccccc4n3)CC2)cc(OC)c1OC,x,x,x,31%[activator],x,13,6%
CCOc1ccc(NC(=O)Cn2c(=O)oc3cc(S(=O)(=O)N4CCCCCC4)ccc32)cc1,x,x,x,u,x,21,4%
O=C(CC[C@@H]1CNC(=O)[C@@H]2C[C@H](NCc3cccc(Cl)c3)CN12)NCc1ccc(F)cc1,-12%,6%,-10%,3%,-11%,6,6%
COc1ccc(N2CCN(CCCNC(=O)C3(CCO)CC34CCOCC4)CC2)cc1 (centres undefined),i,2%,u,-4%,-2%,18,3%
CNC(=O)[C@@H]1CN(C(=O)c2ccc(C#N)cc2)C[C@H]1COC,i,4%,-12%,4%,2%,11,11%
Cc1cccc(CN2C[C@]34C=C[C@H](O3)C(C(=O)N3CCc5ncccc5C3)C4C2=O)c1 (some centres undefined),-21%,-1%,3%,-27%,1%,6,-12%
COc1ccc(C2C(C(=O)Nc3ccccc3)=C(C)Nc3nc(-c4ccc(Cl)cc4)nn32)cc1 (centres undefined),x,x,x,-12%,x,4,-3%
Cc1ccccc1NC(=O)Cn1cc(C(=O)c2ccco2)c2ccccc21,x,x,x,-7%,x,6,-19%
CCOc1cc(=O)n2c(c1C(=O)NCc1ccc(C)c(C)c1)CCCCC2,16%,-7%,i,-11%,-13%,0,-1%
COc1ccc(S(N)(=O)=O)cc1C(=O)N1CCC2(CCCN(C)C2=O)C1 (centres undefined),-5%,3%,-4%,-24%,i,-18,6%
Cc1ccc(C(=O)NC2CCN(c3ccc(=O)n(C)n3)CC2)cn1,4%,-3%,2%,-5%,-6%,-12,5%
Cc1nc2c(c(-c3ccc(Cl)cc3)n1)CCN([S+](=O)([O-])c1c(C)noc1C)CC2,u,5%,2%,3%,-12%,-14,7%
CNCCN1C(=O)CC[C@H]2CN(C(=O)CCN3CCCCO3)CC[C@H]21,i,0%,i,-10%,2%,-10,1%
CC(C(=O)NC1CCN(Cc2ccccc2)CC1)C1CCOCC1 (centres undefined),17%,-4%,i,-25%,-2%,-2,-9%[12.5 µM]
CN1c2ccc(Cl)cc2-c2nc(SCC(=O)NCc3ccc(F)cc3)ncc2S1(=O)=O,x,x,x,4%,x,47,-2%
CCCN[C@H]1CCc2nc(N)sc2C1,x,x,i,-7%,x,23,3%
O=C(CCc1cccnc1)N1CCC(c2[nH]ncc2-c2cccc(F)c2)CC1,u,9%,-16%,-17%,u,10,-2%
O=C(CNC(=O)c1ccc(-c2cnc3ccccc3c2)cc1)NCc1ccc2c(c1)OCO2,50µM*,x,x,x,-26%,10,x
O=C(Cc1ccc(F)cc1)N1CCN(C(=O)c2nc3cccnc3n(Cc3ccccc3)c2=O)CC1,-21%,x,i,27%,-23%,0,0%[12.5 µM]
COc1cc(Cl)c(C)cc1Nc1ncnc2c1nc1n2CCCC1,x,x,x,48%[activator],x,21,6%
CCc1ccc(CNC(=O)c2ccc3c(c2)nc2n3CCOC2)cc1,x,x,x,91%[activator],x,-13,11%
COc1ccc(-c2ccc(=O)n(CC(=O)Nc3ccccc3C(F)(F)F)n2)cc1,x,x,x,14%,x,-1,-1%
O=C(Cc1ccccc1)N1CCC2(CC1)CN[S+](=O)([O-])c1ccccc1N2,-1%,-1%,-2%,-3%,-10%,33,8%
COc1ccc(Nc2ccnc(N3CCC(N[S+](=O)([O-])c4ccccc4)CC3)n2)cc1,u,x,i,-10%,u,15,1%[12.5 µM]
COc1ccc(CNC(=O)c2nc3nc(-c4ccccc4)c(Cl)cc3n2C)cc1OC,u,-6%[172 µM],u,u,u,6,-21%[87.6 µM]
O=C1CCN(S(=O)(=O)c2ccccc2)CCCN(C2CCCCCC2)CCN1,u,2%,i,28%,-19%,0,-6%
O=C(Cc1cccc(Cl)c1)NCC1COc2ncncc2C(=O)N1CC1CC1 (centres undefined),u,-23%[172 µM],i,-5%[87.6 µM],u,-6,-2%[87.6 µM]
Cc1ccc(N(CC(=O)NCCc2ccc(Cl)cc2)S(=O)(=O)c2c(C)noc2C)cc1,x,x,x,-19%,x,11,6%
Cc1cc(C)c2c(CC(=O)Nc3nnc(CC(C)C)s3)coc2c1,x,x,x,10%,x,-10,16%
CCOc1ccc(NC(=O)Cn2nnc(C(=O)OC)c2C(=O)OC)cc1,x,x,x,5%,x,-8,3%
O=C(Nc1ccccc1)N1CCCC(C(=O)N2CCC(c3nc4ccncc4[nH]3)C2)C1 (centres undefined),-10%,x,i,15%,-25%,12,4%
CCOc1ccccc1NC(=O)C(CC)n1c(C(=O)OC)cc2occc21 (centres undefined),x,x,x,-15%,x,13,9%
CNC(=O)c1cc(C2CC2)nc2onc(C3CCCN3C(=O)c3ccccc3F)c12 (centres undefined),-16%,x,x,x,-16%,17,x
CCc1ccccc1NC(=O)Cn1c(=O)n(-c2ccc(CC(=O)NCC3CCCO3)cc2)c(=O)c2ccccc21 (centres undefined),x,x,x,-5%,x,-13,0%
Cc1cccc(NC(=O)C2CC(=O)N(c3n[nH]c4cc(Br)ccc34)C2)c1C (centres undefined),2%,-6%,i,0%,3%,-3,10%
Cc1ccc(C)c(OCCCC(C)(C)C(=O)O)c1,x,x,-16%&-14%,25%,x,11,2%
C[C@@H]1CC[C@]2(C(=O)OC3OC(CO)C(O)C(O)C3O)CC[C@]3(C)C(=CCC4[C@@]5(C)CC[C@H](O)[C@](C)(C(=O)O)C5CC[C@]43C)C2[C@]1(C)O (some centres undefined),x,x,i,x,x,-9,-1%[23.9 µM]
CC[C@@]1(C(=O)O)C[C@H](C(=O)NCCCO)[C@H](c2ccc(OC)cc2)N1C,-11%,-3%,i,13%,-17%,-6,-17%

# Structural class: the compounds so far containing a thiophene ring, fused or not
SMILES,HEK293 tox,Luciferase inh,GPT2 inh,SNCA expr inhib,NIH3T3 tox,IP6K1 inh,SNCA viab count
COc1ccc(NC(=O)Cn2c(=O)n(CCCCCC(=O)NCc3ccc4c(c3)OCO4)c(=O)c3sccc32)cc1Cl,x,x,x,1%,x,6,1%
Cc1ccc(C2=NC3(CCN(C(=O)c4ccsc4)CC3)ON2)cc1,-16%,40µM*,i,82%[activator],-9%,-8,5%
NC(=O)Nc1sc(-c2ccc(F)cc2)cc1C(N)=O,x,x,1%,u,x,x,-11%
